Compound activity (PubChem BioAssay)
Nrf2 block: blocks Nrf2 signaling | Potency, µM (titrated, usually from 46 µM), without a hit: at the highest dose activity change, negative = inhibition, most hits filed as inhibitors | AID 504444 | 2.1% of 360,000 active | A549 ARE-Fluc reporter, luciferase luminescence, 18-24 h; also: potency is read from the fitted curve at half-maximal effect; % is scaled to controls: 0 for no effect and ±100 for the full control effect; nearly all actives have a fitted effect of over 60% in size
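Concentration-response testing used A549 ARE_Fluc cells at 5000 cells/well. Following an 18-24 h compound incubation, viability was read by fluorescence (Ex 405/Em 525) and luciferase output by luminescence.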
Nrf2 ARE act: activates Nrf2 signaling; 0.31% of 410,000 active; AID 624171; AREc32 ARE-luciferase reporter (MCF7-derived line), luminescence, 24 h; Potency, µM (highest dose often 46.1 µM), inactives show at the highest dose activation, hits mostly activators; also: potency is read from the fitted curve at half-maximal effect; % of control where 0% means no effect; nearly all actives have a fitted effect of over 65% in size
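AREc32 cells carrying an ARE-driven firefly luciferase reporter were seeded at 1000 cells/well in OPTI-MEM with 5% FBS, then exposed to compound for 24 hr at 37 deg C. Luminescence was read with Steady-Glo after 30 min at RT.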
TGFb SMAD3 inh: inhibitors of TGF-b signaling; HepG2 CAGA-GFP TGF-b/SMAD3 reporter, GFP fluorescence, 18 h; TGF-beta stimulated, 500 pg/mL final; Potency, µM (titrated, usually from 46.1 µM), for inactives: at the highest dose activity, negative = inhibition, actives largely listed as inhibitors; 1.2% of 410,000 active; also: potency is read from the fitted curve at half-maximal effect; % is scaled to controls: 0 for no effect and ±100 for the full control effect; nearly all actives have a fitted effect of over 65% in size
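Read-out: total well GFP (ex488/em500-530) summed from mean per-cell fluorescence. Cells: HEPG2 CAGA-GFP, 1% FBS DMEM, 18 h at 37 degrees C with 500 pg/mL final TGF-beta. Unstimulated wells served as the full-inhibition control; stimulated DMSO wells = 0%.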
Akt phos inh: inhibitors of Akt phosphorylation; Neuro2A IGF-stimulated pAkt S473 HTRF, 20 min; stronger effect = lower value; activity change, % for hits at 50 µM; 0.32% of 360,000 active; in the data active = activity change below about -80%; inconclusive = mostly about -51% to -80%; also: % is scaled to controls: 0 for no effect and ±100 for the full control effect
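Single-point screen (50 µM final compound) in Neuro2A cells stimulated 20 min with 6 nM IGF at 37 deg C. After lysis, Ser473-phosphorylated Akt read by HTRF (ex 330 nm, em 615/665 nm) as the 665/615 ratio.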
A549 tox: kills or reduces viability of A549 cells in Nrf2 counter-screen | A549 ARE-Fluc cells, CellTiter-Fluor viability, 18-24 h | Potency, µM (series often up to 46 µM), inactives show at the highest dose activity change, negative = cytotoxicity, actives largely listed as inhibitors | 0.16% of 390,000 active | AID 504648; also: potency is read from the fitted curve at half-maximal effect; % is scaled to controls: 0 for no effect and ±100 for the full control effect
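Cytotoxicity counterscreen: CellTiter-Fluor fluorescence was measured in A549 ARE_Fluc cells after 18-24 h of compound exposure in a concentration series. The subsequent BugLite luminescent read reports ARE-luciferase activity.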
MmCpn inh: blocks the Methanococcus maripaludis chaperonin Mm-Cpn; purified Mm-Cpn ATPase, ADP Transcreener TR-FRET; Potency, µM (highest dose often 76.9 µM), without a hit: at the highest dose activity, negative = inhibition, hits mostly inhibitors; 0.031% of 330,000 active; AID 504842; also: potency is read from the fitted curve at half-maximal effect; % is scaled to controls: 0 for no effect and ±100 for the full control effect; nearly all actives have a fitted effect of over 80% in size
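Quantitative HTS used 25 nM Mm-CPN and 10 uM ATP in magnesium/KCl Tris buffer, pH 7.4, with 1 mM DTT. Hydrolysis ran 30 min at 37°C; ADP was read by HTRF.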
CCT modulator: cytosolic chaperonin activity modulation. purified chaperonin ATPase assay, HTRF ADP detection, 30 min. 0.3% of 360,000 active. AID 651819. activity change, % (test concentration not listed), hits read low; in the data active = activity change below about -30%; also: % is scaled to controls: 0 for no effect and ±100 for the full control effect
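We incubate TRiC, 40 or 20 nM final, with library compounds at 76 uM and 10 uM ATP for 30 min at 37 °C. ADP formed is detected with Transcreener HTRF reagents after 30 min at room temperature.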
HepG2 tox: counter-screen for TGF-b inhibitors: cytotoxicity in HepG2 cells. AID 588856. 0.76% of 410,000 active. Potency, µM (doses to about 46.1 µM), for the others: top-dose activity change, negative = cytotoxicity, usual class: cytotoxic. HepG2 CAGA-GFP viability, ATP luminescence, 18 h; also: potency is read from the fitted curve at half-maximal effect; some results filed as inactive show a strong effect at the top dose
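HepG2 CAGA-GFP cells (1000/well, DMEM with 1% FBS) received compound, then TGF-beta at 500 pg/mL final, and were incubated 18 hours at 37 degrees C. Viability was read by CellTiter-Glo luminescence. Media-only wells were set as complete cell-killing and DMSO as no toxicity.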
S2 tox: reduces viability in counter-screen for ATXN expression inhibitors. S2 cells (HEK-293 line with an ATXN2-luciferase reporter) viability, CellTiter-Fluor protease fluorescence, 24 h. Potency, µM (top dose mostly 56.7 µM), hits mostly cytotoxic. 0.49% of 400,000 active; also: potency is read from the fitted curve at half-maximal effect; nearly all actives have a fitted effect of over 40% in size
Active calls of the source: *; i = inactive; u = inconclusive; x = not tested or not shown; & = joins results of further samples; [ ] = remark or other dose. Unless noted, calls follow the shape of the dose curve; as a rule, active = well fitted curve in the direction sought with a large enough effect; inconclusive = small, poorly fitted or top-dose-only effect, or another doubt; inactive = no such curve, though single readings can be large; an effect the other way counts as inactive or inconclusive.

SMILES | Nrf2 block | Nrf2 ARE act | TGFb SMAD3 inh | Akt phos inh | A549 tox | MmCpn inh | CCT modulator | HepG2 tox | S2 tox
COc1cccc(-c2cnc(C(O)c3cc(C)cc(C)c3)[nH]2)c1 (centres undefined) | x | 0.2% | -1.2% | i | x | x | 0.4 | -21.1% | i
Nc1nc2ccccc2nc1N1CCCC1 | u | 0.6% | -13.1% | i | -7.9% | -1.8% | -0.4 | -1.0% | i
Cc1cc2ccccc2nc1SCC(=O)N1c2ccccc2CC1C (centres undefined) | -30.2% | -0.5% | 12.2% | i | 3.5% | 0.2% | -1.8 | -0.1% | i
CCC(C(=O)OC)n1cnc2c(nnn2-c2ccccc2)c1=O (centres undefined) | 4.7% | 0.5% | -2.7% | i | 1.5% | -3.6% | -2.2 | -5.7% | i
CN1CCN(c2ccc(NC(=O)CN3CCOCC3)cc2F)CC1 | 7.7% | -0.5% | -8.7% | i | -3.5% | 0.6% | 0.5 | 7.8% | i
CCSc1nnc(Cn2c(=O)sc3ccccc32)n1-c1ccccc1C | 14.2% | -1.4% | -7.0% | i | 7.1% | 0.1% | 1.7 | 4.3% | i
CCCN(CCC)CCCNC(=O)c1cc2c(=O)[nH]c3ccccc3c2n1C | -1.4%&15.7% | -0.5%&0.1% | -1.3%&-0.7% | i | -0.9%&8.6% | -0.3% | -2.0 | -17.9%&-30.4% | i
O=c1c2cc(N3CCOCC3)ccc2[nH]c(=S)n1CCCN1CCCCCC1 | 6.5% | 0.2% | -17.9% | x | -19.4% | -7.1% | -2.0 | -20.1% | x
Cc1ccc(C(=O)OC(C)C(=O)NC2CCCCC2C)cc1S(=O)(=O)N1CCCCC1 (centres undefined) | u | 0.1% | -0.8% | i | -9.4% | 1.8% | 0.2 | 12.0% | i
CCC(=O)Nc1ccc2ccccc2c1 | 9.9% | -0.2% | 0.9% | i | -0.7% | 0.6% | -0.6 | 17.8% | i
NS(=O)(=O)c1ccc2nc(NC(=O)Nc3ccccc3F)sc2c1 | u | 2.0% | -6.4% | i | 0.5% | 0.9% | -1.4 | -9.9% | i
COc1cccc(CC2(CO)CCCN(Cc3ccc(CO)o3)C2)c1 (centres undefined) | -0.9% | -0.5% | -3.6% | i | 7.2% | -3.9% | -1.2 | -2.5% | i
CCOc1ccc(C2C(C(=O)Nc3ccc(OC)cc3)=C(C)Nc3nc(CCCO)nn32)cc1 (centres undefined) | x | 1.7% | 0.8% | x | 0.3% | x | x | -0.1% | x
COc1ccc(S(=O)(=O)N2CCOCC2)cc1NC(=O)CSc1nnc(C2CC2)n1C | -1.4% | -0.3% | -2.6% | i | 3.5% | -1.6% | -2.0 | -18.6% | i
O=C(CC1OC(=O)c2ccccc21)Nc1ccccc1N1CCOCC1 (centres undefined) | x | -0.7% | 1.5% | i | -0.9% | -0.4% | -2.7 | 0.5% | i
COc1ccc(/C=C/C(=O)NC(=S)Nc2cc([N+](=O)[O-])ccc2O)cc1OC | 1.7% | 0.8% | 8.5% | i | -0.9% | 3.1% | -1.1 | -13.4% | i
CC(C)Oc1ccc(C(=O)NCCCNC(=O)c2ccccn2)cc1 | u | -0.2% | -4.2% | i | 0.3% | 2.7% | -0.4 | -11.9% | i
Cc1ccccc1CN1C(=O)CSc2ccc(C(=O)N3CCOCC3)cc21 | x | 1.9% | -0.1% | i | -7.2% | 0.7% | -2.1 | 4.0% | i
Cc1ccc2[nH]c(=O)c3cc(C(=O)NC4CCC(C)CC4)sc3c2c1 (centres undefined) | 3.0% | -0.7% | 9.7% | x | 0.4% | x | x | -24.2% | i
CCOC(=O)c1c(C)[nH]c(C(=O)OCC(=O)NCCc2ccc(OCC)c(OCC)c2)c1C | u | 0.4% | u | i | u | 0.1% | -4.9 | -3.0% | i
Cc1cc(NC(=O)COC(=O)CCNS(=O)(=O)c2ccccc2)n(-c2ccccc2)n1 | 4.3% | 0.0% | u | i | 1.1% | -0.9% | 2.0 | -5.0% | i
CCCNc1nc2c(c(=O)n(C)c(=O)n2C)n1Cc1cccc(C)c1 | 6.51µM* | 1.9% | u | x | -8.7% | 1.5% | 2.7 | -8.0% | i
COC(=O)c1ccc(C2/C(=C(\O)c3cccc(OC)c3)C(=O)C(=O)N2CCCN(C)C)cc1 (centres undefined) | -1.2% | -0.8% | -1.5% | i | 0.5% | 1.1% | -0.3 | -5.9% | i
CCCCN(C(=O)CN1CC(C)OC(C)C1)c1c(N)n(CC(C)C)c(=O)[nH]c1=O (centres undefined) | 2.9% | 0.1% | -19.1% | i | -2.2% | 1.7% | -5.7 | 15.8% | i
CCCCn1c(SCC2CCCO2)nc2cc(S(N)(=O)=O)ccc21 (centres undefined) | x | 3.3% | 5.7% | i | 2.8% | -1.0% | -7.0 | 0.4% | i
CCOC(=O)c1c(NC(=O)c2cc(=O)c3c(C)cc(C)cc3o2)sc(C)c1C | 10.1% | 2.4% | -13.5% | x | 1.6% | x | x | -49.5% | i
CCC(=O)NNc1ncnc2c1cnn2-c1ccc(C)c(Cl)c1 | x | -0.2% | 17.5% | x | 7.1% | x | x | 11.9% | i
CC(CC(=O)Nc1ccncc1)c1ccccc1 (centres undefined) | -11.9% | -0.8% | u | i | 2.9% | -0.6% | 0.6 | -4.9% | i
COc1ccc(CCNC(=O)CCN2C(=O)C3CC=CCC3C2=O)cc1OC (centres undefined) | 2.7% | -0.3% | 0.3% | i | 5.8% | u | -0.6 | -44.7% | i
C/C(=C1/SC(N2CCOCC2)=NC1=O)c1ccc(Br)cc1 | x | 0.1% | -11.7% | i | 7.3% | -3.6% | -1.4 | -20.5% | i
CCCNC(=O)COC(=O)CCC(=O)c1cccs1 | 7.3% | -0.3% | -11.5% | i | 3.1% | 1.8% | 1.2 | 4.2% | i
CCCCn1c(N)c(N(CCOC)C(=O)COC(=O)COc2c(C)cccc2C)c(=O)[nH]c1=O | 2.8% | -0.4% | 8.6% | i | -0.2% | 0.6% | 1.2 | 10.1% | i
Cc1ccc2nc(SCC(=O)N3c4ccccc4CC3C)c(C)cc2c1 (centres undefined) | x | -0.2% | 0.4% | i | 16.5% | -1.5% | 1.9 | -36.7% | i
O=C(NN1C(=O)CSC1=S)C(=O)NN1C(=O)CSC1=S | -2.5% | 0.0% | -2.6% | i | -0.2% | 0.9% | -1.4 | -2.1% | i
CCCOc1ccc(C(=O)Nc2ccc3nn(-c4ccc(OC)c(Cl)c4)nc3c2)cc1 | 8.9% | -0.8% | -20.4% | x | 3.7% | x | x | -5.4% | i
CCc1ccccc1N(C)C(=O)c1cc2c(=O)oc3ccccc3c2s1 | -2.5%[9.27 µM] | 7.7% | u | x | 1.7% | x | x | -34.2% | i
COc1ccc(OC)c(NC(=O)N[C@H](Cc2ccccc2)C(=O)NN)c1 | 3.8% | -0.5% | -9.8% | i | 6.1% | -1.6% | 1.1 | 15.4% | i
CC(NC(=O)c1ccco1)C(=O)NC(C)c1cc(F)c(Cl)cc1Cl (centres undefined) | -3.9% | -0.3% | 11.1% | i | -5.7% | 2.6% | -0.2 | -5.3% | i
CC1(C)OC(=O)C2(Cc3ccccc3N3CCCC32)C(=O)O1 (centres undefined) | 2.6% | x | -6.4% | x | u | x | x | -16.8% | x
CC(C)N(Cc1nc(-c2ccccc2)no1)C(=O)C(C)(C)C | x | -0.5% | -3.1% | i | -6.6% | -0.8% | -1.1 | -11.8% | i
CC(C)(C)OC(=O)N1CCC(C(=O)Nc2cccc(C(=O)NCCCCc3ccccc3)c2)CC1 | -16.8% | -1.6% | -3.8% | i | 1.9% | x | -3.3 | -11.5% | i
NC(=O)CSc1nnc(-c2cnccn2)n1Cc1ccco1 | 13.5% | 0.2% | -6.8% | i | 2.8% | -0.5% | 0.9 | 8.5% | i
COc1cc2c(c(OC)c1OC)C(c1ccccc1C)CC(=O)O2 (centres undefined) | 4.9% | -0.5% | -1.9% | i | 1.7% | -1.6% | -1.4 | 4.2% | i
COc1ccc(OC)c(S(=O)(=O)Nc2c(C)nn(C)c2C)c1 | 2.6% | -0.3% | 5.5% | i | -5.4% | -5.4% | -1.8 | 4.1% | i
Cc1c(S(=O)(=O)N2CCN(c3cccc(C(F)(F)F)c3)CC2)c(=O)n(C)c(=O)n1C | 15.9% | 0.1% | -1.5% | i | 0.2% | -1.5% | -0.6 | -7.8% | x
CCOc1ccc(CN(C)CC(=O)Nc2ccccc2C(=O)NC2CC2)cc1 | -13.9% | 0.3% | -3.3% | i | -15.3% | -2.9% | -0.7 | -21.6% | u
COC(=O)c1ccc(COc2ccc(Cl)cc2)o1 | 4.9% | 3.0% | 11.8% | i | 10.3% | -1.7% | -2.0 | 3.0% | i
CCC(Cc1ccccc1)NC(=O)C1CCC(CNc2c(N3CCCC3)c(=O)c2=O)CC1 (centres undefined) | -19.2% | 3.7% | u | i | 0.9% | 1.2% | -0.5 | -15.8% | i
O=C(c1cccs1)N1CCN=C1SCc1ccc(F)cc1 | -23.6% | 9.8% | 4.7% | i | -1.0% | -1.5% | 0.9 | -3.0% | i
Cc1nc2ccccc2cc1OCc1ccccc1 | u | 5.6% | -21.9% | i | -17.5% | 0.1% | 0.5 | -19.0% | i
COC(=O)c1sccc1NC(=O)Nc1cccc(Cl)c1Cl | -13.2% | 6.8% | -17.7% | i | -0.8% | 1.1% | -1.6 | 10.6% | i
CCCN(CC(=O)Nc1ccc(F)c(F)c1F)C(=O)CN1C(=O)NC2(CCCCC2)C1=O | -7.8% | 0.5% | -16.2% | i | -2.6% | x | 0.9 | -10.4% | x
